Screens deposited in PubChem BioAssay by Broad Institute.
CASP6 VEID inh: human caspase-6 inhibitors, primary screen, biochemical, VEID-R110 fluorescence, single point, set 2 | 0.53% of 350,000 active | inhibition, % at 12.5 µM | purified caspase-6, Z-VEID-R110 cleavage fluorescence;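 active = mean inhibition across replicates at least about 35%, with every replicate also reaching that limit, limit read from the data; inconclusive = only one of the two criteria met; inactive = neither criterion met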;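 note: 0% = median of neutral control wells and 100% = no fluorescence left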
Target sequence (P55212 24-179 limits assumed): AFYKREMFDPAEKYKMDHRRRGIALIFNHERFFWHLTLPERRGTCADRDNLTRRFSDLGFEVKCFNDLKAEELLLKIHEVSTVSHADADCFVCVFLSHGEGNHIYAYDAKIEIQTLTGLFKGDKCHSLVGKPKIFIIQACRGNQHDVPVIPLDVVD
Target sequence (P55212 194-293 limits assumed): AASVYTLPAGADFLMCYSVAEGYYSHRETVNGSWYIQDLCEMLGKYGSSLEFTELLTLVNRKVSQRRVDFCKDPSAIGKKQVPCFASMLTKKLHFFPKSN
EWS-Fli block: EWS/Fli-driven NR0B1 reporter inhibitors, primary screen, A673 cells, NR0B1 luciferase, luminescence, MLPCN library; viability-normalised; inhibition, % at 12.6 µM; 0.67% of 350,000 active; AID 651661, 2012;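 active = mean inhibition of at least 50% after viability correction, with every replicate also passing that limit; inconclusive = mean reaches 50% but only one of two replicates passes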;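 note: firefly luciferase signal divided by Alamar Blue viability fluorescence both relative to DMSO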
PGC1a acetyl inh: inhibitors of PGC1a acetylation signal, primary screen, cell-based, U2OS, AlphaScreen, inhibitor mode; 0.17% of 350,000 active; AID 651687, 2012; inhibition, % at 15.6 µM; AlphaScreen anti-acetyl-lysine; with virally co-expressed GCN5 acetyltransferase;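 active = every replicate shows inhibition of at least 40%; inconclusive = mean inhibition at least 40% but some replicate below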;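 note: 0% = neutral control wells and 100% = positive control wells; some results beyond the cut were filed as inactive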
FN deposit inh: inhibitors of fibronectin matrix deposition, primary screen, AH1F cells, Alexa488-fibronectin fluorescence, plate reader | inhibition, % at 12.6 µM | AID 743247, 2014 | 0.086% of 350,000 active | AH1F fibroblasts, overnight;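 active = mean inhibition across replicates of 30% or more, regardless of how many single replicates reach that level; inconclusive = mean under 30% yet at least half of replicates reach 30%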;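 note: positive control wells lacked labelled fibronectin entirely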
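Measured by – fluorescence 485/525 nm · System – AH1F fibroblast monolayer, labelled fibronectin deposition · Amount – 10000 cells per well · Buffer or medium – serum-reduced DMEM (2% serum) · Doses – single dose, pinned · Also added – fluorescent fibronectin at 24 nM final · Schedule – 1 h cell attachment, overnight exposure to compound and label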
LGR2 antag: inhibitors of bursicon-induced LGR2 CRE-luciferase signal, primary screen, cell-based, HEK293, CRE-luciferase reporter, bursicon stimulation | Drosophila bursicon receptor LGR2 (rickets) | bursicon-stimulated, 4 h | inhibition, % at 9.99 µM | 0.35% of 380,000 active | AID 720647, 2013;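 active = drop in luminescence signal, shown as inhibition above about 50% in the replicate tests, limit read from the data, passing the limit was not always enough; inconclusive = probably only some replicates passing the limit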;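 note: agonist challenge used bursicon conditioned medium at about half maximal strength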
Cneo AK release: Cryptococcus neoformans cell lysis inducers, primary screen, AK release luminescence, single concentration; C. neoformans lysis, adenylate kinase release luminescence, 4 h; normalised: neutral wells 0, clomiphene wells 100; lysis activity, % at 15 µM; 0.2% of 360,000 active; AID 651654, 2012;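 active = mean lysis activity across replicates of at least 80%, whatever share of replicates individually reach that level; inactive = mean lysis activity below 80%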
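Material: C. neoformans cells; Schedule: 4 h static compound exposure, 37 °C, read 1 h post-reagent; Measured by: adenylate kinase release luminescence; Read-out: signal increase indicating cell lysis; Controls: Clomiphene as positive lysis control.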
PAX8 inh HTS: inhibitors of PAX8-driven TPO luciferase reporter, primary screen, RMG-I cells, single concentration | 1.2% of 360,000 active | AID 652154, 2013 | inhibition, % at 12.6 µM | SteadyGlo, 24 h;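 active = mean replicate inhibition at least 60% with every replicate also reaching 60%; inconclusive = only one of the two criteria is met; inactive = mean below 60% and not all replicates reaching 60%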;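 note: luciferase light reporting Pax8 driven TPO promoter activity; plate controls were median of neutral control wells for no effect and mitoxantrone controls for full effect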
miR122 inh: miR-122 Renilla sensor signal increase in Huh7, primary screen, miR-122 inhibitor project, cell-based, single point, plate reader; Huh7 miR-122 Renilla luciferase sensor, 48 h; neutral wells = 0, positive control = 100; activation (reporter increase), % at 12.5 µM; 0.3% of 340,000 active;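 active = mean replicate activation score at least 90 and every replicate individually at or above 90; inconclusive = only one of the two criteria met; inactive = neither criterion met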;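 note: higher luciferase means less miR-122 activity so hits act as miR-122 inhibitors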
Numbers without * were called inactive; ? = inconclusive; · = not tested or not shown; [ ] = another dose, or the depositor's remark.

structure	FN deposit inh	Cneo AK release	PGC1a acetyl inh	PAX8 inh HTS	CASP6 VEID inh	LGR2 antag	miR122 inh	EWS-Fli block
O=C(NCC(=O)N(Cc1ccco1)C(C(=O)NC1CCCC1)c1ccncc1)c1cccs1 (stereo unspecified)	5	-3	4	-1	·	·	5	·
CCNC(=O)N1CCN(c2ccc(N3CCN(C(=O)NCC)[C@H](C)C3)c(C)c2)[C@H](C)C1	-31	·	·	7	-1	6	·	-1
COC(=O)c1ccc(CNC(=O)COC(=O)CNS(=O)(=O)c2ccc(C)cc2)cc1	0	-2	7	-22	-1	-7	3	1
Clc1cccc(Oc2ncccn2)c1	7	·	5	-3	0	-6	-8	-1
C[C@H]1CN([C@@H](C)CO)C(=O)c2cc(NC(=O)Nc3ccc(F)cc3)ccc2O[C@H]1CN(C)Cc1ccccc1	·	4	3	-14	0	17	-15[16.7 µM]	-7
COc1ccc(S(=O)(=O)N2CCCCCC2)cc1NC(=O)c1ccccc1	13	15	·	8	-2	5	·	·
CCOC(=O)N(C)C[C@H]1OCc2ccccc2-c2c(n(C)c3ccccc23)C(=O)N([C@@H](C)CO)C[C@@H]1C	-7	2	5	·	0	3	·	-4
CCC(=O)N(C)C[C@H]1Oc2ncc(C#CC3(O)CCCC3)cc2C(=O)N([C@@H](C)CO)C[C@H]1C	·	-5	-7	16	-3	-5	0[16.7 µM]	-6
C=CCn1c(CCc2cc(C(C)(C)C)c(O)c(C(C)(C)C)c2)n[nH]c1=S	12	·	-4	13	-1	7	-2	20
NNC(=O)C(Cc1ccc(O)cc1)N1Cc2ccccc2C1=O (stereo unspecified)	3	-1	2	-5	1	4	-15	1
Cc1noc(C)c1S(=O)(=O)Nc1cccc2c1O[C@@H](CN(C)Cc1ccncc1)[C@@H](C)CN([C@@H](C)CO)C2=O	7	-1	?	·	-1	-12	-4[16.7 µM]	-16
COc1ccc(/C=C(\NC(=O)c2ccc(OC)c(OC)c2)C(=O)NCCc2c[nH]c3ccccc23)cc1	-4	1	-8	22	·	·	-2	·
Oc1c(C(c2ccco2)N2CCN(C(c3ccccc3)c3ccccc3)CC2)sc2ncnn12 (stereo unspecified)	-1	4	-1	31	-1	7	-9	5
Cc1cc(Cl)ccc1OCC(=O)Nc1cccnc1	-1	·	3	11	0	-5	7	-25
CCN1CCN(C(=S)Nc2sc(C)c(-c3ccccc3)c2C(=O)OC)CC1	·	-11	-4	1	-6	4	-1	·
COc1ccc(C(C(=O)NC(C)(C)C)N(C(=O)CNC(=O)c2cccs2)c2ccc(C)cc2)cc1OC (stereo unspecified)	·	0	-24	·	0	1	3	4
Cc1ccc(C(=O)NCCc2nnc3ccc(SCC(=O)Nc4cc(C)on4)nn23)cc1	5	2	9	6	-2	11	-13	5
C[C@H]1CN([C@@H](C)CO)C(=O)c2cc(NS(=O)(=O)c3cccs3)ccc2O[C@@H]1CN(C)C(=O)NC1CCCCC1	7	3	-1	·	-3	-2	1[16.7 µM]	1
O=S(=O)(N[C@H]1CC[C@@H](CCn2cc(-c3ccc(F)cc3)nn2)O[C@H]1CO)c1ccccc1F	·	-2	·	-1	-3	7	·	3
COc1ccc(CCNc2oc(-c3ccco3)nc2C#N)cc1	-6	1	12	·	-2	-1	·	·
CCC(C)c1ccccc1NC(=O)COC(=O)C1=COCCO1 (stereo unspecified)	6	·	-13	-3	-3	11	6	8
COc1cc(-c2cnc3c(NC(C)=O)cc(-c4ccc(N5CCN(C)CC5)cc4)cn23)cc(OC)c1OC	6	-13	·	20	-34	22	·	17
Clc1ccccc1/C=C/c1ccnc2ccccc12	-2	3	·	-39	1	-18	-8	-41
C[C@@H](NC(=O)C[C@@H]1C[C@@H]2c3cc(NC(=O)c4cccnc4)ccc3O[C@@H]2[C@@H](CO)O1)c1ccccc1	·	1	-3	-13	2	3	3[16.7 µM]	6
COc1ccccc1CNS(=O)(=O)c1cccs1	5	1	5	17	4	·	-4	-80
CCOC(=O)/C=C/c1cnn(-c2ccccc2)c1	3	-2	0	-171	·	-59	-7	·
CN(c1ccc(C(=O)Nc2cccc([N+](=O)[O-])c2)cc1)S(C)(=O)=O	-1	·	-9	-14	8	-8	·	-38
COc1ccccc1CNC(=O)c1ccc2nc3[nH]c4ccccc4c3nc2c1	10	-1	-6	162*	-2	9	4	-23
Cc1c(C(=O)N/N=C/c2ccncc2)nnn1-c1nonc1N	-3	-1	-6	4	1	-7	·	-7
Cc1cccnc1C1=NOC(Cc2ccccc2)C(=O)N1Cc1ccccc1F (stereo unspecified)	9	0	·	-5	0	17	·	-1
CCN(CC)S(=O)(=O)c1ccc(NC(=O)[C@@H](NC(=O)c2cc(OC)cc(OC)c2)C(C)C)cc1	1	·	1	12	-1	·	·	-37
CC(=O)NCCC(=O)N1CCCC(N(C)CCc2ccccc2)C1 (stereo unspecified)	-2	3	5	0	-4	-3	0	-10

An excerpt from above in order of molecular weight, smallest number first:
structure	FN deposit inh	Cneo AK release	PGC1a acetyl inh	PAX8 inh HTS	CASP6 VEID inh	LGR2 antag	miR122 inh	EWS-Fli block
CN(c1ccc(C(=O)Nc2cccc([N+](=O)[O-])c2)cc1)S(C)(=O)=O	-1	·	-9	-14	8	-8	·	-38
Cc1cccnc1C1=NOC(Cc2ccccc2)C(=O)N1Cc1ccccc1F (stereo unspecified)	9	0	·	-5	0	17	·	-1
CCN(CC)S(=O)(=O)c1ccc(NC(=O)[C@@H](NC(=O)c2cc(OC)cc(OC)c2)C(C)C)cc1	1	·	1	12	-1	·	·	-37

Going on with the list.
structure	FN deposit inh	Cneo AK release	PGC1a acetyl inh	PAX8 inh HTS	CASP6 VEID inh	LGR2 antag	miR122 inh	EWS-Fli block
Nc1nc(SCC(=O)Nc2ccc([N+](=O)[O-])cc2)[nH]c(=O)c1NC(=O)c1ccc(Br)o1	2	1	·	7	0	7	-6	3
CCC(=O)N1CCCC(C(=O)Nc2ccc3cn[nH]c3c2)CC1 (stereo unspecified)	-10	-1	·	15	0	6	3	7
O=C(CNCc1ccccc1)Nc1ccc(Cl)cc1	20	-1	3	-17	-2	-49	-8	-52
C[C@@H]1CCCCO[C@@H](CN(C)CC2CCCCC2)[C@@H](C)CN([C@@H](C)CO)C(=O)c2cc(NS(C)(=O)=O)ccc2O1	6	2	9	-14	-2	-3	1[16.7 µM]	-5
COCC(=O)O[C@]1(CCN(C)CCCc2nc3ccccc3[nH]2)CCc2cc(F)ccc2[C@@H]1C(C)C	11	3	-22	37	7	26	-13	20
CCCCSc1nc2sc3c(c2c(=O)[nH]1)CC(C)(CC)OC3 (stereo unspecified)	1	-2	1	-21	0	-19	-7	-12
Cc1ccc(NC(=O)CN(C)C(=O)c2cc(-c3cccs3)nn2-c2ccccc2)cc1	-1	-1	5	1	1	20	·	2
N#C[C@H]1[C@H](c2ccccc2-c2ccccc2F)[C@@H](CO)N1C(=O)C1CCOCC1	-20	·	3	-6	-2	0	·	-5
CCC(Oc1ccc(C)cc1)C(=O)Nc1ccccc1C(=O)N1CCOCC1 (stereo unspecified)	·	1	·	2	4	-2	·	1
O=C(CSc1ncnc2c1oc1ccccc12)Nc1ccccc1C(F)(F)F	-5	1	-5	0	5	2	-4	-9
CC(C)(C)c1ccc(CC(=O)N2CCC2(C)C(=O)Nc2cnc3ccccc3c2)cc1 (stereo unspecified)	7	1	-18	11	4	0	5	24
Cc1nc(NC(=O)COC(=O)C2=NNC(=O)CC2)c(Cl)cc1Cl	5	·	5	13	1	-7	·	-2
Cc1ccc(N=c2c([N+](=O)[O-])nn(-c3ccccc3)n2O)c(C)c1	·	-7	0	·	2	-57	-4	-57
CC1CN(C(=O)CS(=O)(=O)Cc2ccc(Cl)cc2)CC(C)O1 (stereo unspecified)	·	0	-1	10	-2	-1	-6	1
Cc1ccc(NC(=O)CN(C)C(=O)COC(=O)[C@@H](NC(=O)c2ccccc2F)C(C)C)cc1	1	1	-1	12	-1	7	-11	6
CCC(=O)Nc1ccc2c(c1)C(=O)N(C)C[C@@H](OC)[C@H](C)CN(C(=O)NC1CCCCC1)[C@H](C)CO2	-6	-62	3	-9	-1	-3	·	1
COC(=O)C(Cc1c[nH]c2ccccc12)NC(=O)c1cncc(Br)c1 (stereo unspecified)	4	0	1	11	·	-9	-5	12
CCCC#Cc1cnc2c(c1)C(=O)N([C@H](C)CO)C[C@@H](C)[C@@H](CN(C)Cc1ccc(C(=O)O)cc1)O2	-7	1	1	·	-3	6	-4[16.7 µM]	-11
COc1ccc(C(=O)Nc2ccc3c(c2)OC[C@H](C)N(C)C[C@H](C)[C@H](OC)CN(C)C3=O)cc1	-3	0	·	-1	·	5	1[16.7 µM]	-1
C[C@H](CO)N1C[C@H](C)[C@@H](CN(C)CC2CCCCC2)Oc2ccc(NC(=O)Nc3cccc4ccccc34)cc2CC1=O	·	-2	-4	47	2	-1	-7[16.7 µM]	6
CC(C)(C)c1ccc(C(=O)CS(=O)(=O)c2ccccc2)cc1	·	-19	-11	·	·	-55	-6	·
O=C(C[C@@H]1C=C[C@H](NS(=O)(=O)c2cccc(F)c2)[C@H](CO)O1)NCc1ccc2c(c1)OCO2	0	-1	-14	10	0	23	·	0
COc1ccccc1NS(=O)(=O)c1cccc(N=C2N=C(N)c3ccccc32)c1	-1	0	9	31	2	25	47	-2
CCOc1cc(N2CCOCC2)c(OCC)cc1NC(=O)CN1C(=O)C2C3C=CC(C3)C2C1=O (stereo unspecified)	2	·	·	-12	2	15	·	2
CCCCC(=O)Nc1ncc(S(=O)(=O)c2ccc([N+](=O)[O-])cc2)s1	1	2	·	21	0	10	·	·
O=C(C[C@@H]1CC[C@H]2[C@@H](COC[C@@H](O)CN2Cc2ccccc2F)O1)N1CCc2ccccc2C1	-6	-1	3	-4	-8	7	-9[16.7 µM]	-1
O=C(NC(Cc1ccccc1)C(=O)O)/C(=C/c1ccc(Cl)cc1)NC(=O)c1ccccc1 (stereo unspecified)	5	-1	·	8	-1	10	·	8
S=c1[nH]nc2nnc3ccccc3n12	-8	2	-4	8	4	2	·	0
Cc1ccc(S(=O)(=O)N2CC3(O)CN(C(=O)OC(C)C)N(C(=O)OC(C)C)CC3(OC(=O)NCc3ccccc3F)C2)cc1 (stereo unspecified)	4	4	-3	21	-1	1	-1	11
CCOCCCNC(=S)N1CCCC(c2nc3ccc(C)cc3[nH]2)C1 (stereo unspecified)	·	·	·	-18	-2	-11	·	-2
